High-throughput results deposited in PubChem BioAssay by several laboratories.
VLA-4 inh: inhibition in human VLA-4 binding assay, primary screen, VLA-4 allosteric modulator project, MLPCN library, flow cytometry, VLA-4 expressing cells | inhibition, % (about 7 µM as worked out from the volumes in the protocol) | ligand binding flow cytometry | AID 2557, 2010 | actives 0.2% (n = 330,000); in the data active = inhibition above about 50%
BCLXL inh: inhibitors of human Bcl-xL, primary screen, biochemical, fluorescence polarization, HTS; inhibition, % at 10.9 µM; Bcl-2-like protein 1 (Homo sapiens), Q07817; AID 2129, 2009; actives 0.7% (n = 320,000); GST-Bcl-xL / FITC-Bim BH3 peptide fluorescence polarization;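 active = inhibition above the mean of all tested compounds plus 3 SD, cutoff set per campaign, cut at about 30% in these data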;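 note: 0% = DMSO wells and 100% = unlabeled Bim-BH3 peptide competitor; inhibitors lower millipolarization by displacing the labeled peptide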
Target sequence (Q07817 whole entry, looked up): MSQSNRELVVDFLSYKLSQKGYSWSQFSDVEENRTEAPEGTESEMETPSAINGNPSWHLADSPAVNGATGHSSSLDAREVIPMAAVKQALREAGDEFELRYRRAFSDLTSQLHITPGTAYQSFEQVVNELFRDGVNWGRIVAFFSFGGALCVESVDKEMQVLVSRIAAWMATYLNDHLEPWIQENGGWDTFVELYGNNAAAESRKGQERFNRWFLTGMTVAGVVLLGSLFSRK
GRK2 inh: compounds blocking aptamer binding on GRK2 – biochemical, human GRK2, bead flow cytometry, HTS, primary screen; FAM-aptamer displacement from GRK2; AID 488847, 2010; Beta-adrenergic receptor kinase 1 (Homo sapiens), P25098; actives 0.59% (n = 330,000); inhibition of aptamer binding, % at 10 µM;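 active = inhibition of aptamer binding above 40%, roughly 3 SD of noise, on plates passing a quality check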;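 note: median bead fluorescence of bound FAM aptamer so fluorescent compounds give negative values; no value below 0 was filed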
Target sequence (P25098 whole entry, looked up): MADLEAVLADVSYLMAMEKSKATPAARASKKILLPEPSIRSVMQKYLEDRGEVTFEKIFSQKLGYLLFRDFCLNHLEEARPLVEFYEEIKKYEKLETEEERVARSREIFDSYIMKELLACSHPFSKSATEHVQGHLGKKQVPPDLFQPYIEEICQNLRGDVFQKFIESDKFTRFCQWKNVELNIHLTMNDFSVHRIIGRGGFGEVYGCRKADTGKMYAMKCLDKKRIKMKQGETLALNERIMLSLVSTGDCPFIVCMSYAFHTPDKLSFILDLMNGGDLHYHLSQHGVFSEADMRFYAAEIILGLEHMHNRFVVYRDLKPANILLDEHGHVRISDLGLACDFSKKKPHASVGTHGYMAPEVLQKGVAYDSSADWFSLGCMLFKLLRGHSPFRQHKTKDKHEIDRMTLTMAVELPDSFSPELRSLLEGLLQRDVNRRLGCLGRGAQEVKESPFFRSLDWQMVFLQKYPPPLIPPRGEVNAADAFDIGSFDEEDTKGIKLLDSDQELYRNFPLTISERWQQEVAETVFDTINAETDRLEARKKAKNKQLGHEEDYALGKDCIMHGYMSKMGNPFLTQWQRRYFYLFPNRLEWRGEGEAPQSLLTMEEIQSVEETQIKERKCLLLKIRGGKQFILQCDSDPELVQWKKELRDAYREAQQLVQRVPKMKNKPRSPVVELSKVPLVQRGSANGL
Fam108B inh: mouse Fam108B serine hydrolase inhibitors, primary screen, counter-screen for RBBP9 inhibitor project, biochemical, fluorescence polarization; actives 0.33% (n = 300,000); inhibition, % at 9.51 µM; recombinant Fam108B, FP-Rh probe fluorescence polarization;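 active = inhibition above the screen mean inhibition plus 3 SD, computed separately per campaign, cut at about 18% in these data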;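 note: inhibitors lower polarization as less probe binds the enzyme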
AGP1 TOR yeast: modulators of AGP1-GFP expression in yeast TOR pathway, primary screen, cell-based, multiplex flow cytometry, S. cerevisiae, MLPCN library; GFP response vs DMSO, % at 10 µM; AID 2066, 2009; actives 0.02% (n = 320,000); 3 h; GFP as percent of DMSO wells;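 active = GFP response relative to DMSO above a set limit, near screen average plus 3 SD, cut at about 150% in these data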;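 note: median GFP channel fluorescence of the gated AGP1 strain per well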
CIT2-GFP yeast: modulators of CIT2-GFP expression in yeast, primary screen, S. cerevisiae, GFP fusion, multiplex flow cytometry, MLPCN library | S. cerevisiae CIT2-GFP strain, 3 h; 100 means same as DMSO wells | GFP response vs DMSO, % at 10 µM | actives 0.065% (n = 320,000);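 active = GFP response relative to DMSO above a set limit, near the screen mean plus 3 SD, cut at about 150% in these data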;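 note: ratio of well median GFP fluorescence to mean of DMSO wells on the plate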
MEX-5 binding: MEX-5 zinc finger RNA-binding disruptors – biochemical, C. elegans, fluorescence polarization, MLPCN library, primary screen; Zinc finger protein mex-5 (Caenorhabditis elegans), Q9XUB2; AID 1832, 2009; activity score (negative = inhibition of binding), % at 10 µM; actives 0.38% (n = 300,000); MEX-5/FITC-TCR2 RNA binding; active compounds read low;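 active = inhibition past about -25% in most replicates, and total fluorescence under double the plate's negative control median, limit read from the data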;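 note: 0% = DMSO and -100% = 5 µM competing unlabeled TCR2 RNA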
GLD-1 TGE inh: GLD-1/TGE RNA complex disruptors, primary screen, biochemical, fluorescence polarization; Female germline-specific tumor suppressor gld-1 (Caenorhabditis elegans), Q17339; inhibition, % at 5.96 µM; purified GLD-1 + fluorescein TGE RNA; AID 2280, 2010; actives 0.44% (n = 320,000);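 active = percent inhibition above a per-plate cutoff, the plate mean of test compounds plus 3 SD, cut at about 30% in these data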;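 note: 0% = DMSO wells with GLD-1 and probe and 100% = wells lacking GLD-1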
MCL1-BIM inh: inhibitors of MCL1 binding to BIM-BH3, primary screen, biochemical, fluorescence polarization | Induced myeloid leukemia cell differentiation protein Mcl-1 (Homo sapiens), Q07820 | GST-MCL1 / FITC-Bim-BH3 fluorescence polarization | inhibition, % at 10.9 µM | actives 0.68% (n = 320,000) | AID 2057, 2009;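 active = inhibition above the mean inhibition of all tested compounds plus 3 SD, set per campaign, cut at about 40% in these data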;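 note: 0% = DMSO wells and 100% = unlabeled Bim-BH3 peptide control; higher means more loss of mP so more displacement of Bim peptide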
An asterisk follows results filed as active; / = not tested or not shown.

SMILES	MCL1-BIM inh	MEX-5 binding	CIT2-GFP yeast	AGP1 TOR yeast	BCLXL inh	GLD-1 TGE inh	VLA-4 inh	GRK2 inh	Fam108B inh
COc1cc2c(cc1OC)C(C(=O)NC(C)c1ccccc1)CC(=O)N2 (centres undefined)	3	0.9	100	98	3	4	7	0	-2
COc1ccccc1C(=O)C1CCCN(C(=O)c2cccnc2SC)C1 (centres undefined)	-1	-41*	109	108	-1	3	11	0	3
CCN(c1ccccc1)S(=O)(=O)c1ccc(C(=O)N(CCCN(C)C)c2nc3c(C)cccc3s2)cc1	2	0.4	103	95	4	8	8	0	-3
CCc1ccc(CN2CCN(c3ncccn3)CC2)cc1	12	-2.4	102	97	5	9	-3	0	2
COc1ccccc1C(O)(C(=O)NN(C(=O)c1ccccc1)c1ccccc1C)c1cccs1 (centres undefined)	10	/	102	97	4	4	-10	0	2
COc1ccc(C(CC(=O)c2ccccc2)CC(=O)c2ccccc2)cc1	-4	-0.7	96	98	-4	3	-4	6	-2
CCCC(=O)NC(Nc1ccccc1OC)C(Cl)(Cl)Cl (centres undefined)	1	-0.6	97	102	3	2	26	1	-1
Cc1ccc(S(=O)(=O)Cn2nnnc2C(c2ccccc2)N2CCN(c3ncccn3)CC2)cc1 (centres undefined)	-2	1.2	111	84	3	-1	-9	1	-4
CC1CN(C2=CC(=O)CCC2)CC(C)O1 (centres undefined)	6	2.9	96	101	8	-3	5	1	-1
CC1=C(C(=O)OC(C)C)C(c2ccccn2)n2ncnc2N1 (centres undefined)	-1	1.1	106	100	4	4	11	0	-2
CCOC(=O)CNC(=O)CSc1ccc2nnc(-c3cccnc3)n2n1	11	-1.4	93	92	7	-5	-2	2	13
COc1ccc(CCN(C)C(=O)CCc2nnc(-c3ccccc3)o2)cc1OC	12	-1.4	107	106	4	3	-1	3	2
Cc1ccc(NC(=O)CN2CCN(S(=O)(=O)c3ccc(F)cc3)CC2)cc1C	-5	/	99	96	3	5	1	4	/
CCOC(=O)c1ccc(NC(=S)N2CCN(S(C)(=O)=O)CC2)cc1	5	1.0	108	106	4	8	17	4	6
CCOc1cccc(CNc2ccc(O)cc2)c1OCc1ccccc1Cl	16	-1.0	93	93	18	5	-3	2	6
Cc1ccc2nc(-c3ccc4c(c3)NC(=O)CO4)cn2c1	5	1.8	99	97	7	-5	0	0	2
CCOc1ccccc1NC(=O)c1cccc2ccccc12	3	-0.7	93	92	3	7	-8	0	-4
CS(=O)(=O)N1CCN(C(=O)C2c3ccccc3Oc3ccccc32)CC1	-3	-0.5	94	107	0	-2	10	0	0
COCCN1C2=C(C(=O)CC(C)(C)C2)C(c2ccc(O)c(OC)c2)C2=C1CC(C)(C)CC2=O	7	3.2	101	104	7	4	8	0	1
O=C(CN1C(=O)NC(CCc2ccccc2)C1=O)Nc1cccc(Br)c1 (centres undefined)	/	/	116	100	/	-2	-13	0	/

Next records
SMILES	MCL1-BIM inh	MEX-5 binding	CIT2-GFP yeast	AGP1 TOR yeast	BCLXL inh	GLD-1 TGE inh	VLA-4 inh	GRK2 inh	Fam108B inh
O=C(CCN1CCc2ccccc2C1)Nc1ccc2c(c1)OCO2	-2	-1.8	99	95	4	2	-5	3	-6
Cn1ncc(Cl)c(Oc2ccccc2)c1=O	-8	-1.6	102	96	-3	0	5	0	-3
CCN(CC)S(=O)(=O)c1ccc(Cl)c(C(=O)OCC(=O)c2c(N)n(C)c(=O)n(C)c2=O)c1	-7	-1.7	106	94	-3	5	8	1	-9
Cc1ccc(CC(=O)OC(C)C(=O)NC2CCCCC2C)cc1C (centres undefined)	-9	/	95	100	1	2	46	2	/
CC(C)(CO)NCC(=O)Nc1cc(C(F)(F)F)cc(NC(=O)CNC(C)(C)CO)c1Cl	-5	-3.2	100	95	-3	7	8	0	-1
Cc1ccc(C(=O)Nc2ccc(N3CCN(C)CC3)cc2)cc1	7	0.0	94	95	8	14	28	0	-5
Cc1ccc(S(=O)(=O)N2CCC(C(=O)N[C@H](C(=O)NC3CCS(=O)(=O)C3)C(C)C)CC2)cc1 (some centres undefined)	0	-0.4	87	86	4	6	-13	1	1
COc1ccc(S(=O)(=O)N(C)CC(=O)N2CCC(C(N)=O)CC2)cc1Cl	6	1.8	113	107	9	6	0	0	3
Cc1sc2nc3n(c(=O)c2c1C)CCCS3	-4	0.2	96	/	1	3	-5	0	2
CCN(C(=O)/C=C/c1ccc(OC)cc1)C1CCCCC1	-16	1.4	103	100	4	2	3	0	3
CCN1CCN(c2ccc(N=Cc3ccccc3O)cc2)CC1	3	1.8	99	100	-1	7	2	0	3
Cn1c(=O)oc2cc(S(=O)(=O)NCCC(=O)NCc3ccc(F)cc3)ccc21	4	-1.5	104	108	5	0	-4	1	0
Cc1cccc(C)c1NC1=NC(=S)N(c2ccc(N(C)C)cc2)C1(C)C	4	-0.1	96	100	3	4	-13	2	4
CS(=O)(=O)N(CC(=O)N1CCc2ccccc2C1)c1cccc([N+](=O)[O-])c1	4	1.2	105	103	0	10	-5	9	-4
CCCCOC(=O)c1ccc(NC(=O)COC(=O)c2ccc3ncsc3c2)cc1	-2	/	94	109	2	4	3	0	/
O=C1c2cccnc2C(=O)N1C1CCCCC1	6	-0.4	114	106	3	1	0	0	0
COc1ccc(C2=NOC(Cn3nc(C(=O)O)cc3-c3ccccc3)C2)cc1 (centres undefined)	2	2.8	70	79	4	1	17	0	1
Cc1ccc(-c2nc3ncccn3c2Nc2ccc3c(c2)OCCO3)o1	10	-2.0	93	96	8	2	1	0	1
Cc1ccc(-c2cn(-c3ccc(OC(F)F)cc3)c3[n+]2CCCCC3)cc1	1	1.6	107	112	-3	2	24	0	0
CCN(CC)S(=O)(=O)c1cnccc1N1CCN(c2cccc(Cl)c2)CC1	-3	1.9	92	120	-2	6	-2	1	-2

(continued)
SMILES	MCL1-BIM inh	MEX-5 binding	CIT2-GFP yeast	AGP1 TOR yeast	BCLXL inh	GLD-1 TGE inh	VLA-4 inh	GRK2 inh	Fam108B inh
O=C(NCCO)C(=O)c1c(-c2ccccc2)cc2ccccn12	1	-1.2	97	102	0	3	9	0	5
S=C(NCCc1c[nH]c2ccccc12)NC1CC1	6	1.6	106	99	5	-8	4	0	3
O=C(O)Cc1ccc(NC(=O)c2cccc(NC(=O)c3ccco3)c2)cc1	4	0.1	98	106	7	-2	-1	1	1
O=[N+]([O-])c1ccccc1/C=C/C=N/Nc1nc(N2CCCCC2)nc(N2CCCCC2)n1	-14	-1.8	94	102	-2	-5	5	0	2
COC(=O)c1ccc(NC(=S)NNC(=O)c2ccccc2)cc1	-4	-2.2	94	98	6	-2	5	4	0
CCC1Nc2ncnc(N3CCCCC3)c2N(Cc2ccc(C)cc2)C1=O (centres undefined)	/	/	101	112	/	-2	-2	0	/
Cc1cc(C)cc(NC(=O)c2ccc(N3C(=O)C4CCCCC4C3=O)cc2)c1 (centres undefined)	2	0.9	103	94	6	-2	-17	0	-5
Cc1ccccc1C(=O)N1CCC(C(=O)NN2C(=O)NC3(CCCCC3)C2=O)CC1	3	/	97	104	4	-1	7	0	/
CCCN1CCN(C(=O)c2c(Cl)cnn2C)CC1	5	2.3	/	100	6	3	16	0	0
O=C(CC(c1ccco1)C1CCCCC1=O)c1ccccc1 (centres undefined)	-1	-0.1	92	89	1	-2	13	0	0
Cc1oc2cc(OC(=O)c3ccco3)ccc2c(=O)c1-c1nc2ccccc2n1C	-2	-1.2	95	93	3	3	14	/	-3
CCOC(=O)c1cnc2c(CC)cccc2c1NCCCN1CCOCC1	0	-0.2	101	93	0	-1	12	0	3
Cc1ccc(C(=O)NC2CCC(C)CC2)o1 (centres undefined)	2	1.4	91	107	5	8	5	0	0
Nc1ccc(Cl)c[n+]1Cc1cccc2cccnc12	4	-0.6	94	100	-2	-3	8	9	-4
CCOC(=O)c1cc(-c2ccccc2)sc1NC(=S)Nc1cccc(C)n1	12	2.0	100	93	5	-1	19	0	2
O=C(CNC(=O)c1ccco1)OCC(=O)c1cccc2ccccc12	5	0.1	105	98	5	-1	1	4	-1
C=CCOC(=O)C1=C[C@@H](c2coc3ccccc3c2=O)C[C@@H](OCCCCO)O1	9	-0.8	88	81	16	5	30	1	-4
Cc1ccc(N2C(=O)CSC2c2ccc3c(c2)OCO3)cc1 (centres undefined)	2	-0.8	107	101	3	1	-5	0	6
COc1ccccc1NC(=O)CSc1nnc(CCNC(=O)c2ccc(C)cc2)n1C	3	-1.8	103	100	0	5	34	0	0
O=C(Cc1cccc(C(F)(F)F)c1)NCc1cccnc1	-6	-0.1	99	90	1	5	5	0	1
Cc1ccc2nc(N3C(=O)C(O)=C(C(=O)c4ccc(C)o4)C3c3cccc(O)c3)sc2c1 (centres undefined)	5	-6.2	93	101	6	-2	-13	4	-1
